# CFTR F508del cor – correctors of CFTR F508del function in bronchial epithelial cells. CFBE cells, YFP halide quenching; stimulated with forskolin plus potentiator P3; % fluorescence drop versus neutral controls. activity (quench increase), % at 7.58 µM. 0.36% of 350,000 active;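 active = mean added fluorescence quench of at least 8% versus neutral control, with both replicates also reaching 8%; inconclusive = only one of the mean or replicate conditions met; inactive = mean below 8% and not both replicates reaching 8%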;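 also: cells transiently co-express mutant CFTR-F508del with the halide-sensitive YFP; corrector assay measuring rescue of mutant channel to the surface after 24 h compound exposure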
# Xi reactivation – X-chromosome reactivation activator; activation, % at 7.58 µM; XiGFP mouse fibroblasts, % GFP-positive cells imaging, 3 d; cells co-treated with 5-aza-dC sensitizer; scaled so ellipticine positive control = 100%; 0.055% of 360,000 active;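 active = mean normalized replicate activation at least 10% and every replicate at or above 10%; inconclusive = only one of the two criteria met; inactive = mean below 10% and not all replicates reach 10%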;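 also: 0% = median of on-plate neutral control wells and 100% = ellipticine 6 µM median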
#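 Material: XiGFP fibroblasts, SV40-immortalized; Buffer or medium: DMEM containing 5-aza-dC; Compound dosing: single point; Times: 3 days compound exposure.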
# ARNT-TACC3 inh – ARNT/TACC3 interaction disruption. Q9Y6A5. inhibition, % at 9.99 µM. 0.66% of 390,000 active. AlphaScreen His-ARNT PAS-B/GST-TACC3 binding, luminescence; TACC3 fragment carries E629A point mutation;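 active = mean inhibition of replicates at least 50% and at least half of replicates each reaching 50%; inconclusive = half or more replicates reach 50% but mean below 50%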;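 also: 0% = complete ARNT plus TACC3 wells and 100% = ARNT alone without TACC3; many hits fall short of the cut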
# ERp5 block – inhibitors of human ERp5 | ERp5 insulin aggregation, absorbance 650 nm, 90 min | inhibition, % at 9.99 µM | 0.05% of 350,000 active | AID 651711;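 active = mean replicate inhibition above about 25%, with every replicate also reaching it, limit read from the data, passing the limit was not always enough; inconclusive = only one of those two criteria met; inactive = neither criterion met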
# Target sequence (Q15084 whole entry, looked up): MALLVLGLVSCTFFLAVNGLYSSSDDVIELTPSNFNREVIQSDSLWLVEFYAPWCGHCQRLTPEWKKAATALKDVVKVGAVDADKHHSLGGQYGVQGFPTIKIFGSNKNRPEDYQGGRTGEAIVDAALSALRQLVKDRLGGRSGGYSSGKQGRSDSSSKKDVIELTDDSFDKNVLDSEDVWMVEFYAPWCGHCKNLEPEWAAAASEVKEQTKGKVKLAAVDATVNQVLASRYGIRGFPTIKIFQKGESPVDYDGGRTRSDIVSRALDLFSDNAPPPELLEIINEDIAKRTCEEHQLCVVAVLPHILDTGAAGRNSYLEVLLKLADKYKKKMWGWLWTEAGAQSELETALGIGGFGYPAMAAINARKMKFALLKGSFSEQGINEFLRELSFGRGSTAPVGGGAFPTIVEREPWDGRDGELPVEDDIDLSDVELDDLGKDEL
# EWS-Fli inh – inhibitors of EWS/Fli oncoprotein transcriptional activity; inhibition, % at 12.6 µM; 0.67% of 350,000 active; A673 NR0B1-luciferase reporter, viability-normalised;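 active = mean inhibition of at least 50% after viability correction, with every replicate also passing that limit; inconclusive = mean reaches 50% but only one of two replicates passes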;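 also: firefly luciferase signal divided by Alamar Blue viability fluorescence both relative to DMSO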
# DENV2 CPE – DENV2-induced cell death inhibition; AID 651640; DENV2-infected cells, cytopathic effect rescue, plate reader; 1.7% of 350,000 active; CPE inhibition, % at 9.99 µM; in the data active = CPE inhibition above about 20%, passing the limit was not always enough; inconclusive = no clear call, values can overlap the other calls; tested in BHK-21 cells;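 also: 0% = median of neutral control wells and 100% = median of positive control wells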
# GSIS activator – GLuc luminescence reporter in INS-1E cells, primary screen for activators of glucose-dependent secretion of insulin. 0.61% of 370,000 active. INS-1E GLuc reporter insulin secretion, 2-3 h. activation, % at 16.6 µM;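 active = lowest replicate activation of at least 40%, so every replicate reaches that level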;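 also: 0% = median of neutral control wells and 100% = median of IBMX positive control wells; some compounds called inactive have numbers as strong as hits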
# PAX8 inh HTS – lowers PAX8-driven luciferase in RMG-I cells; RMG-I TPO-luciferase reporter, SteadyGlo, 24 h; 1.2% of 360,000 active; inhibition, % at 12.6 µM; AID 652154;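 active = mean replicate inhibition at least 60% with every replicate also reaching 60%; inconclusive = only one of the two criteria is met; inactive = mean below 60% and not all replicates reaching 60%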;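 also: luciferase light reporting Pax8 driven TPO promoter activity; plate controls were median of neutral control wells for no effect and mitoxantrone controls for full effect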
# * marks the source's active call; other numbers are inactive results; ? = inconclusive; nt = not tested or not shown. Random draw from the library; about 4.2% have a hit in one of these screens.
SMILES,CFTR F508del cor,Xi reactivation,ARNT-TACC3 inh,ERp5 block,EWS-Fli inh,DENV2 CPE,GSIS activator,PAX8 inh HTS
CC(C)COC(=O)C(C)Nc1n[nH]c(=S)[nH]c1=O (stereo not drawn),2.7,0.0,nt,-9,1,14,12,-1
Cc1onc(-c2ccccc2Cl)c1C(=O)N1CCN(C)CC1,-0.4,0.1,-8,2,-3,?,-1,-5
CC1(C(=O)NS(=O)(=O)c2ccc(F)cc2F)CCN1C(=O)CCc1ccccc1 (stereo not drawn),3.0,0.1,nt,3,4,-7,23,-3
Cc1ccc(SCC(=O)NNC(=O)c2cncc(Br)c2)cc1,-0.9,0.0,-6,2,-5,34*,12,7
Cc1noc(C)c1S(=O)(=O)Nc1ccc2c(c1)CC(=O)N([C@H](C)CO)C[C@@H](C)[C@H](CN(C)Cc1ccc(-c3ccccc3)cc1)O2,0.9,-1.0,nt,2,14,5,-26,nt
C[C@@H]1CCCCO[C@@H](CN(C)S(=O)(=O)c2ccc(Cl)cc2)[C@H](C)CN([C@@H](C)CO)C(=O)c2cc(NC(=O)CCC(F)(F)F)ccc2O1,-0.2,0.1,-6,1,-10,-2,-15,17
CC1CCCCN1C(=O)c1ccc(C(=O)c2ccccc2)cc1 (stereo not drawn),-0.9,0.0,-2,5,-13,1,2,-18
CC(C)Cn1cc(-c2cncc3nccn23)cn1,2.0,0.1,nt,6,1,7,nt,11
COc1ccccc1CCn1cnc(-c2ccc(Cl)cc2)c1CC(C)C,2.7,-0.1,nt,3,12,?,307*,-12
COCCCNC(=O)CC1C[C@H](C(=O)N(C(C)C)C(C)C)[C@@]2(C)c3[nH]c4ccccc4c3CCN2C1=O (stereo partly drawn),-2.1,nt,-8,10,1,-12,4,9
Cc1ccc(-c2ccc([C@H]3[C@@H](CO)N4CCCCN(C(=O)Nc5cccc(F)c5)C[C@H]34)cc2)cc1,8.0*,0.0,20,3,15,-11,-5,108*
CCn1nc(C)cc1C(=O)N1CCCC(N(C)CCc2ccc(OC)c(OC)c2)C1 (stereo not drawn),0.1,-0.1,1,-7,6,17,11,14
Cc1csc(-c2nc3ccccc3n2C(C)c2nc3ccccc3[nH]2)c1 (stereo not drawn),1.4,0.0,nt,0,13,1,-2,24
COc1cccc(S(=O)(=O)Nc2ccc3c(c2)[C@@H]2C[C@H](CC(=O)NC4CCCCC4)O[C@H](CO)[C@@H]2O3)c1,-1.1,0.0,13,1,8,-1,-7,7
CCOc1ccc(S(=O)(=O)NC(Cc2cnc[nH]2)C(=O)O)cc1 (stereo not drawn),0.1,0.1,16,5,0,7,19,-11
CCN(C(=O)CSc1ccc2ccccc2c1)C1CCS(=O)(=O)C1 (stereo not drawn),nt,0.1,2,1,2,nt,-5,0
O=C(O)C[C@H]1C[C@H]2c3cc(NC(=O)Cc4ccncc4)ccc3O[C@H]2[C@@H](CO)O1,-1.0,0.2,nt,8,nt,-1,2,6
CN(CC(=O)Nc1ccccc1Br)c1ncnc2sccc12,-2.8,0.0,-4,1,1,1,5,14
CC1CN(C(=O)N2CCCCC2)CCN1C(=O)N1CCCCC1 (stereo not drawn),1.0,0.1,17,-1,2,-3,45,1
Cc1ccc(C(=O)C2=C(O)C(=O)N(c3ncccn3)C2c2ccccc2F)o1 (stereo not drawn),-3.1,0.0,23,-2,nt,-7,-2,3
COc1ccc(C(C(=O)NCC2CCCO2)N(C(=O)c2snc(C(N)=O)c2N)c2ccc(C)cc2)cc1OC (stereo not drawn),0.0,0.1,-6,-3,-55,2,5,0
Cc1ccoc1C(=O)NCCNC(=O)c1occc1C,0.8,0.0,-5,3,-6,5,-6,-7
CC1CCCCN1C(=O)COc1ccc2ccc(=O)oc2c1 (stereo not drawn),-1.9,0.5,6,-4,9,-3,-1,13
CC1CCCCC1NC(=O)COC(=O)CN1C(=O)c2ccccc2C1=O (stereo not drawn),-0.5,0.1,0,-3,1,-4,9,-5
Cc1cccc(C2c3c(n(C)c(=O)n(C)c3=O)N=C3c4ccccc4C(=O)C32)c1 (stereo not drawn),1.3,-0.2,0,1,-2,nt,-17,-2

# Part of the list above in order of heavy-atom count, low to high.
SMILES,CFTR F508del cor,Xi reactivation,ARNT-TACC3 inh,ERp5 block,EWS-Fli inh,DENV2 CPE,GSIS activator,PAX8 inh HTS
CC(C)Cn1cc(-c2cncc3nccn23)cn1,2.0,0.1,nt,6,1,7,nt,11
Cc1ccc(C(=O)C2=C(O)C(=O)N(c3ncccn3)C2c2ccccc2F)o1 (stereo not drawn),-3.1,0.0,23,-2,nt,-7,-2,3
CC1(C(=O)NS(=O)(=O)c2ccc(F)cc2F)CCN1C(=O)CCc1ccccc1 (stereo not drawn),3.0,0.1,nt,3,4,-7,23,-3
Cc1noc(C)c1S(=O)(=O)Nc1ccc2c(c1)CC(=O)N([C@H](C)CO)C[C@@H](C)[C@H](CN(C)Cc1ccc(-c3ccccc3)cc1)O2,0.9,-1.0,nt,2,14,5,-26,nt

# Structures listed above marked active in CFTR F508del cor:
canonical_smiles	CFTR F508del cor	ARNT-TACC3 inh	ERp5 block	GSIS activator
Cc1ccc(-c2ccc([C@H]3[C@@H](CO)N4CCCCN(C(=O)Nc5cccc(F)c5)C[C@H]34)cc2)cc1	8.0*	20	3	-5

# The results go on:
SMILES,CFTR F508del cor,Xi reactivation,ARNT-TACC3 inh,ERp5 block,EWS-Fli inh,DENV2 CPE,GSIS activator,PAX8 inh HTS
COc1cc(NC(=O)c2ccccc2[N+](=O)[O-])ccc1NC(=O)c1cc2ccccc2o1,nt,0.2,-7,2,-34,?,-7,27
O=[N+]([O-])c1ccccc1CNC(Cc1ccccc1)c1ccccc1 (stereo not drawn),-2.8,nt,-46,-9,7,-3,-10,nt
Cc1ccc(N(C(=O)c2csnn2)C(C(=O)NC2CCCCC2)c2cccnc2)c(C)c1 (stereo not drawn),0.4,0.0,-4,3,2,-1,36,3
CC1Cc2ccccc2N1S(=O)(=O)c1cccc(C(=O)NCCCn2ccnc2)c1 (stereo not drawn),1.4,3.5,0,1,-13,12,-20,-10
COc1ccc(NC(=O)COC(=O)CN2C(=O)C3CC=CCC3C2=O)c([N+](=O)[O-])c1 (stereo not drawn),0.6,0.0,-23,-4,-3,0,nt,-15
Cc1cc(C)n2cnnc2n1,0.5,0.0,nt,3,-2,-2,-5,6
CCCCCCCCN1C(=O)[C@H](CC(=O)NCc2cccc(C(F)(F)F)c2)C[C@@]2(C(=O)OCC)CCC=C12,-0.5,0.4,nt,4,-4,11,nt,25
C/C(CC(=O)Nc1cccc2c1CCCC2)=N\NC(=O)c1cccc2ccccc12,nt,-0.1,2,nt,nt,nt,-56,3
C[C@H]1CCCCO[C@@H](CN(C)Cc2ccc3c(c2)OCO3)[C@@H](C)CN([C@@H](C)CO)C(=O)c2cc(NS(=O)(=O)c3cn(C)cn3)ccc2O1,2.5,0.0,-4,nt,5,16,0,9
NC(=O)c1ccc(Cn2c(C(=O)c3cc(Cl)c(N)c(Cl)c3)c3ccccc3[n+]2[O-])cc1,0.5,0.0,-4,0,18,-6,6,10
Cc1ccc(C(=O)N2CCCN(c3nc4cc5c(cc4cc3C#N)OCO5)CC2)cc1,3.1,0.1,-15,-3,43,-2,7,23
Cc1ccc(S(=O)(=O)NCC(c2ccco2)N2CCc3ccccc3C2)cc1 (stereo not drawn),1.0,0.0,-1,-4,-7,-2,10,4
C[C@@H]1CN([C@H](C)CO)C(=O)c2cccc(NS(=O)(=O)c3ccc(Cl)cc3)c2O[C@@H]1CN(C)C,-0.3,0.0,5,-3,0,-2,8,-8
CSc1nnc([C@@H]2CCCN2C(=O)OC(C)(C)C)o1,0.5,0.0,-8,1,2,-3,2,-78
CN1CCN(C2CN(Cc3ccc([N+](=O)[O-])cc3)S(=O)(=O)C2)CC1 (stereo not drawn),1.4,-0.1,nt,1,10,2,5,-4
COc1ccc(CCNC(=O)Cc2ccc([N+](=O)[O-])cc2)cc1OC,-3.6,0.2,-6,0,-2,-3,-5,-8
C[C@@H]1CCCCO[C@@H](CN(C)Cc2ccc(C(=O)O)cc2)[C@@H](C)CN([C@@H](C)CO)C(=O)c2cc(NC(=O)Nc3ccc(F)cc3)ccc2O1,-1.2,-0.3,-2,4,-9,?,15,16
C[C@H](NC(=O)c1ccccc1)C(=O)OCC(=O)Nc1ccc(Cl)cn1,-1.0,0.0,nt,-6,-2,8,12,-7
CCOc1ccccc1NC(=O)COC(=O)c1cnc(C)cn1,1.9,0.0,4,2,-1,-9,nt,7
O=S(=O)(CC=CCS(=O)(=O)c1ccccc1)c1ccccc1,-0.5,0.1,-7,-6,4,1,-8,2
CN(C)c1ccc(/C=C/C(=O)c2ccc(C(C)(C)C)cc2)cc1[N+](=O)[O-],nt,-0.2,3,nt,1,nt,-1,7
CCN(CC)C(=O)CSc1nnc(-c2ccc(S(=O)(=O)N3CCOCC3)cc2)n1C,-1.4,0.0,-8,6,-6,-1,22,-15
CCOc1ccc(S(=O)(=O)N2CCCC(C(=O)NCc3ccccn3)C2)cc1 (stereo not drawn),1.0,0.0,10,-1,3,-1,8,3
COc1ccc(CC(=O)Nc2cc(S(=O)(=O)N3CCOCC3)ccc2N2CCOCC2)cc1OC,1.0,0.1,-17,-2,-2,4,22,-15
CCCNC(=O)Nc1ccc2c(c1)C(=O)N(C)C[C@@H](OC)[C@H](C)CN(Cc1ccccn1)[C@@H](C)CO2,5.4,0.4,3,nt,0,nt,-1,2

# (list continues)
SMILES,CFTR F508del cor,Xi reactivation,ARNT-TACC3 inh,ERp5 block,EWS-Fli inh,DENV2 CPE,GSIS activator,PAX8 inh HTS
C[C@@H]1CN([C@H](C)CO)C(=O)c2cc(NC(=O)C3CCCCC3)ccc2O[C@@H](C)CCCCO[C@H]1CN(C)C(=O)Nc1ccccc1,-0.8,0.2,-5,-5,-4,-4,2,15
Cc1cccc(S(=O)(=O)N2C[C@H]3[C@@H](c4ccccc42)[C@@H](CO)N3CC2CCOCC2)c1,-0.7,0.3,-1,7,-3,-3,1,-3
COc1ccccc1N1CCN(C(c2cccs2)C(C)NC(=O)c2cccnc2)CC1 (stereo not drawn),-7.3,0.1,1,-4,-2,2,-18,-14
Cc1ccc(S(=O)(=O)Nc2ccc3c(c2)C(=O)N([C@H](C)CO)C[C@@H](C)[C@@H](CN(C)S(=O)(=O)c2ccc(C)cc2)OCCCC[C@H](C)O3)cc1,2.3,0.5,-1,1,6,3,6,-27
CN(C)CC(=O)N1[C@@H](C#N)[C@@H](c2ccccc2-c2cccc(C(=O)N(C)C)c2)[C@@H]1CO,1.2,0.1,nt,4,4,-2,8,-16
COc1cc(C(=O)Nc2ccc3nc(N4CCOCC4)sc3c2)cc(OC)c1OC,2.8,-0.1,-12,-6,7,0,-4,4
COC(=O)[C@@]12C[C@@H](CC(=O)NCc3cccc(C(F)(F)F)c3)C(=O)N(Cc3ccco3)C1=CCC(C)(C)C2,1.0,-0.2,nt,0,-7,-4,-40,-1

# High-throughput results as filed in PubChem.
